From PubChem BioAssay
STK33 inh – blocks human STK33 kinase activity | Q9BYT3 | purified STK33, MBP phosphorylation, ADP-Glo luminescence | inhibition, % at 10 µM | 0.073% of 320,000 active | AID 2661;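 active means inhibition at or above 25%, using the most active replicate where run in duplicate; inactive means inhibition below 25%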
KCNQ2 block – KCNQ2 potassium channel inhibitors, primary screen, cell-based, CHO-K1, FluxOR thallium flux, B-score (AID 2156); 20 min; hits give low values; B-score at 10 µM; 1.1% of 310,000 active;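 active means fluorescence ratio B-score at most minus 3 library SDs, with starting brightness B-score within 2 library SDs, cut at about -5.5 in these data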
Target sequence (O88943 whole entry, looked up): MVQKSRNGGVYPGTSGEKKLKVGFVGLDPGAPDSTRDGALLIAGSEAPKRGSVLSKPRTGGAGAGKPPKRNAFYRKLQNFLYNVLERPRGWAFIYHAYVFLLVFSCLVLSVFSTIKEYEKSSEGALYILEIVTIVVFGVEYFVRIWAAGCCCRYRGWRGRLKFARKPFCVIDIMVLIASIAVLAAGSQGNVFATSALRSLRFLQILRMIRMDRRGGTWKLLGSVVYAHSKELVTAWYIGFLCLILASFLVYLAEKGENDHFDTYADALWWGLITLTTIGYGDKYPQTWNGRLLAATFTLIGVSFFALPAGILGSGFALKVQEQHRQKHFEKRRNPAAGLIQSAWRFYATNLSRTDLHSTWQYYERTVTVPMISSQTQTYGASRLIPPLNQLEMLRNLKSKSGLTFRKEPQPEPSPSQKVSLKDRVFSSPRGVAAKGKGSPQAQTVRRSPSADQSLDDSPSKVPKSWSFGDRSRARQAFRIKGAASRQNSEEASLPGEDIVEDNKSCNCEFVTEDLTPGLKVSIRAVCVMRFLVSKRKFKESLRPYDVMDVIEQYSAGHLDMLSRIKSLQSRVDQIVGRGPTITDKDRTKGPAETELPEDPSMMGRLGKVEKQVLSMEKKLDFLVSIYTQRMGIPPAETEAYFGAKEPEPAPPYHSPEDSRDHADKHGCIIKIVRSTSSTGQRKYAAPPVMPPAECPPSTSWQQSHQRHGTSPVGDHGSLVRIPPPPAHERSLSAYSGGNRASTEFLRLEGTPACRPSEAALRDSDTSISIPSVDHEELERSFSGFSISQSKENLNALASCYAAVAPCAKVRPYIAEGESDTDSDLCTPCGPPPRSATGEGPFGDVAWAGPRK
Kir21 block – Kir2.1 (mouse) channel inhibition; HEK293-Kir2.1, FluxOR thallium flux fluorescence; hits give low values; 0.85% of 310,000 active; P35561; B-score at 10 µM;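 active means fluorescence ratio B-score at or below minus 3 SD of library scores, with starting-brightness B-score within 2 SD, cut at about -4.2 in these data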;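 further: channel flux triggered by added potassium and thallium sulfate stimulus; B-score of peak minus minimum fluorescence over baseline after thallium stimulus; more negative B-score means stronger Kir2.1 block with less thallium influx; some compounds called inactive have numbers as strong as hits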
Starred values were filed as active, the others as inactive; i = inactive; nt = no result given. Not a hit list (roughly 1.9% active in at least one column).

compound,STK33 inh,KCNQ2 block,Kir21 block
Cc1cccc(OCC(=O)N/N=C/c2ccc(N(C)C)cc2)c1,-0.7,i,2.36
O=C(Nc1cccc(-c2cscn2)c1)C1CCN(Cc2ccsc2)CC1,1.2,i,-7.36*
O=[N+]([O-])/C=C/c1ccc2c(ccn2Cc2ccccc2)c1,0.2,i,-1.51
O=C(Cc1ccccc1F)Nc1ccc(S(=O)(=O)Nc2ncccn2)cc1,-0.3,i,-0.12
CC(Oc1ccccc1)C(=O)NNS(=O)(=O)c1ccc([N+](=O)[O-])cc1 (stereo not given),-1.2,i,1.09
COc1ccc(-c2c(C)oc3ccc(C)cc23)cc1,0.4,i,-1.54
Cc1cc(S(=O)(=O)N2CCC3(CC2)OCCO3)c(C)cc1Cl,-1.6,i,0.23
O=C(Cn1ccc([N+](=O)[O-])n1)NCc1cccs1,0.8,i,0.43
CCNC(=S)NNC(=O)C(c1ccccc1)c1ccccc1,-1.8,i,-0.2
COc1ccc(NS(=O)(=O)c2cc(NC(=O)[C@@H](NC(=O)c3ccccc3)C(C)C)ccc2C)cc1,-1.2,i,0.29

Grouped by structure: the entries above containing a carbonyl joined to an NH by a bond outside any ring (seven)
compound,STK33 inh,KCNQ2 block,Kir21 block
Cc1cccc(OCC(=O)N/N=C/c2ccc(N(C)C)cc2)c1,-0.7,i,2.36
O=C(Nc1cccc(-c2cscn2)c1)C1CCN(Cc2ccsc2)CC1,1.2,i,-7.36*
O=C(Cc1ccccc1F)Nc1ccc(S(=O)(=O)Nc2ncccn2)cc1,-0.3,i,-0.12
CC(Oc1ccccc1)C(=O)NNS(=O)(=O)c1ccc([N+](=O)[O-])cc1 (stereo not given),-1.2,i,1.09
O=C(Cn1ccc([N+](=O)[O-])n1)NCc1cccs1,0.8,i,0.43
CCNC(=S)NNC(=O)C(c1ccccc1)c1ccccc1,-1.8,i,-0.2
COc1ccc(NS(=O)(=O)c2cc(NC(=O)[C@@H](NC(=O)c3ccccc3)C(C)C)ccc2C)cc1,-1.2,i,0.29

Next results:
compound,STK33 inh,KCNQ2 block,Kir21 block
Cc1ccc(NC(=O)Cc2cn3ccsc3n2)nc1,0.3,i,0.56
O=C(CN1C(=O)c2ccccc2S1(=O)=O)NCCSCc1ccco1,0.6,i,0.27
Cc1cc(C)nc(/N=C(\N)Nc2ccc(S(=O)(=O)Nc3nccc(C)n3)cc2)n1,0.8,i,-1.07
NNc1ncnc2sc3c(c12)CCC3,0.2,i,0.16
CNC(=S)N/N=C/c1cc(Br)c(OCc2ccncc2)c(OC)c1,-0.9,i,1.07
CC(C)(C)OC(=O)N1CCC(C(=O)N[C@@H](Cc2c[nH]c3ccccc23)C(=O)O)CC1,-1.7,i,-1.81
Cc1ccc(C(=O)C(C(=O)/C=C/c2ccccc2)=C2SCCCS2)cc1,-0.2,i,-1.43
CC(OC(=O)c1cccc(S(=O)(=O)N2CCCC2)c1)C(=O)c1ccccc1 (stereo not given),-1.3,i,-1.98
Cc1ccc2c(c1)N(CC(=O)NCCc1c[nH]c3ccccc13)C(=O)CO2,0.9,i,-0.06
Cc1[nH]c(C)c(S(=O)(=O)N2CCN(c3cccc(Cl)c3)CC2)c1C(=O)N1CCCCC1,-1.7,i,2.34

Following part:
compound,STK33 inh,KCNQ2 block,Kir21 block
Cc1ccc(S(=O)(=O)N(CC(=O)Nc2cccc(N(C)S(C)(=O)=O)c2)c2ccc(Cl)c(Cl)c2)cc1,-0.7,i,1.28
O=C(CSc1ncnc2sc3c(c12)CCCC3)c1ccco1,-2.2,i,0.7
OCCN1CCN(c2ncnc3nc[nH]c23)CC1,1.8,i,0.43
CCC(=O)NC(=S)Nc1ccc(S(=O)(=O)NC(C)C)cc1,0.1,i,-0.88
CN(C(=O)CCN1C(=O)c2ccccc2C1=O)C1CCCCC1,0.8,i,-1.9
COc1ccc(S(=O)(=O)N(Cc2ccccc2)Cc2nc(-c3ccccc3)no2)cc1,-1.2,i,0.47
COc1ccc(/C=C/C(=O)NC(=S)NCCc2ccc(OC)c(OC)c2)cc1,0.2,i,-0.8
O=CNc1ccccc1Oc1ccccc1,-1.3,i,0.64
CCOC(=O)CSc1nnc(CCCCCN2C(=O)c3cccc4cccc(c34)C2=O)o1,1.2,i,0.11
CC(C)(C)OC(=O)N[C@@H](Cc1ccccc1)C(=O)NCC1CCC(C(=O)N[C@@H](CCC(N)=O)C(=O)O)CC1 (stereo not given in full),0.3,i,-0.85

Continuation.
compound,STK33 inh,KCNQ2 block,Kir21 block
COCC(C)NC(=O)CCc1nnc(C2(c3ccc(Cl)cc3)CCC2)o1 (stereo not given),-1.5,i,-1.93
O=C(NCc1ccccc1OC(F)(F)F)C1CCC(=O)N(C2CC2)C1 (stereo not given),-0.3,i,-0.74
COC(=O)[C@@H]1Cc2c([nH]c3ccccc23)C(C)(C)N1C(=O)CCl,-1.0,i,1.12
CCCOc1ccc(NC(=O)CNC(=O)c2cc(OC)cc(OC)c2)cc1OCCC,0.2,i,1.19
COc1ccccc1CCC(=O)Nc1cccc(S(=O)(=O)N2CCCCCC2)c1,-0.8,i,-1.39
Cc1cccc(OCC(=O)N2CCOCC2)c1,0.3,i,-0.05
CC(C)C1(CCNC(=O)c2cccs2)CCOC(C)(C)C1 (stereo not given),-3.0,i,-0.1
CCOC(=O)Cc1csc(NC(=O)Nc2ccc(F)cc2)n1,-0.7,i,1.12
CCN(CC)c1ccc(-c2nn3c(-c4ccccc4OC)nnc3s2)cc1,-0.9,i,0.25
COc1ccc(Cn2c(O)c(C=Nc3ccccc3C(=O)O)c3ccccc3c2=O)cc1,-0.4,i,-1.58

(listing goes on)
compound,STK33 inh,KCNQ2 block,Kir21 block
CC1(C)CC2CC(C)(CN2C(=O)c2cccs2)C1 (stereo not given),-2.2,i,-0.54
CN1CCN(c2nc3ccccc3nc2C(C#N)S(=O)(=O)c2ccccc2)CC1 (stereo not given),-3.0,i,0.21
COc1cc(CN2CCCC(CCC(=O)NCc3ccc(C)o3)C2)cc2c1OCO2 (stereo not given),-1.2,i,1.49
CCOC(=O)C1CCN(c2ncnc3c2cnn3-c2ccccc2)CC1,-0.2,i,-0.04
CCCC(c1nnnn1C1CCCC1)N1CCN(C(=O)c2ccco2)CC1 (stereo not given),-0.4,i,1.31
Cc1ccc(C)c(NC(=O)CN(C)C(=O)c2nn(C)c(=O)c3ccccc23)c1,-0.5,i,0.61
CCc1nnc(NC(=O)CSc2nnc(-c3ccoc3C)n2-c2cccc(C)c2)s1,-3.1,i,0.61
COC(=O)c1cc2c(cc1NC(=O)CSCCc1ccccn1)OCO2,0.9,i,-0.16
Nc1nc2ccc(C(=O)Nc3ccccc3)cc2s1,0.4,i,-0.08
C=CCn1c(=O)c2c(nc3n2CCCN3CCc2ccc(OC)c(OC)c2)n(C)c1=O,-1.8,i,0.96

(cont.)
compound,STK33 inh,KCNQ2 block,Kir21 block
Cc1ccc(C2CC(=O)C(C=NCCN3CCN(C(=S)Nc4ccccc4)CC3)=C(O)C2)cc1 (stereo not given),nt,i,-0.59
Cc1ccc(S(=O)(=O)NC(=O)NCc2ccc(Cl)cc2)cc1,-1.7,i,-0.31
CCOc1ccccc1NC(=O)c1ccc(S(=O)(=O)N2CCOCC2)cc1,0.6,i,0
O=C(O)COc1ccc(/C=N/NC(=O)C2CCCN2S(=O)(=O)c2ccc(Cl)cc2)cc1 (stereo not given),-3.9,i,0.4
O=Cc1c[nH]c2ccc(S(=O)(=O)N3CCOCC3)cc12,0.0,i,-0.03
COc1ccc(C=O)cc1COc1ccccc1F,0.5,i,-1.02
COc1ccc(NC(=O)CN(C)C(=O)c2cc3c(s2)CCC(C)C3)cc1 (stereo not given),-0.8,i,-1.48
CCc1ccc(N2CC(C(=O)N3CCN(c4ccccn4)CC3)CC2=O)cc1 (stereo not given),-0.7,i,-0.5
Cc1cc(C)c(NC(=O)CNC(=O)COC(=O)CNC(=O)c2ccc(Cl)cc2Cl)c(C)c1,0.4,i,-2.84
O=S(=O)(c1cccc(-c2nnc(-c3cccnc3)o2)c1)N1CCCCC1,0.3,i,0.42

(next part)
compound,STK33 inh,KCNQ2 block,Kir21 block
COc1cccc2[nH]c(C(=O)NCCc3ccccc3)cc12,-1.1,i,0.06
O=S(=O)(c1ccc(Cl)s1)N1CCN(C/C=C/c2ccccc2)CC1,0.4,i,-0.28
CCCC(=O)C1=C(O)C(C(=O)OC)C(C)(C)CC1=NCCc1ccc(OC)c(OC)c1 (stereo not given),1.9,i,-0.39
COC(=O)C1CCN(c2cc(Cl)nc(N)n2)CC1,-0.3,i,0.21
COc1cccc(CN2CCNC(=O)C2CC(=O)N(C)C2CCOCC2)c1 (stereo not given),-0.6,i,1.88
CC(O)[C@H]1CN=C(N)N1CC(C)(C)C (stereo not given in full),-0.7,i,0.27
COC(=O)C(C)Sc1ccc2nnc(CCNS(=O)(=O)c3ccc(C)cc3)n2n1 (stereo not given),-1.0,i,-0.48
O=C(Nc1ccc(F)cc1F)c1ccc2c(c1)OCCO2,2.8,i,-0.9
CCOC(=O)C(NCc1ccccc1)(NC(=O)c1ccccc1)C(F)(F)F (stereo not given),-1.2,i,0.31
COc1cccc(N=C2NC(=O)/C(=C/c3cc([N+](=O)[O-])ccc3O)S2)c1,-1.6,i,-0.36

Next compounds follow:
compound,STK33 inh,KCNQ2 block,Kir21 block
Nc1nc(SCC(=O)Nc2ccccc2Sc2ccc(Cl)cc2)n[nH]1,-0.8,i,-1.13
CC(C)Oc1ccc(CN2CCCC(CO)(Cc3ccccc3)C2)cc1CO (stereo not given),nt,i,-1.44
Cc1cccc(-c2nc(CN3CCN(Cc4cccc(F)c4)CC3)c(C)o2)c1,0.8,i,1.17
O=C(/C=C/c1ccccc1)OCc1cncs1,-0.4,i,-1.36
COC(=O)COc1ccccc1/C=C1/NC(=O)NC1=O,0.1,i,-0.12
CC(=O)N1CCN(CC(=O)Nc2ccc(SC(F)F)cc2)CC1,-0.1,i,-0.23
CC1(C)c2ccccc2N2CC(=O)N[C@@]21/C=C/C=C/c1ccccc1,-2.7,i,0.69
COc1ccc(OC)c(C(c2nnnn2CC2CCCO2)N2CCN(C3CCCC3)CC2)c1 (stereo not given),-0.8,i,-1.89
Cc1ccc(S(=O)(=O)NC(=O)Nc2c(C)cccc2C)cc1,-1.0,i,1.68
COc1ccc(S(=O)(=O)n2ccc(C)n2)cc1C,-1.5,i,-0.01

The list continues:
compound,STK33 inh,KCNQ2 block,Kir21 block
CCCCN(C(=O)CSc1nnc(-c2ccc(OC)cc2)n1C(C)C)c1c(N)n(Cc2ccccc2)c(=O)[nH]c1=O,0.7,i,0.06
O=C(NCC(c1ccco1)N1CCc2ccccc21)c1ccccc1Br (stereo not given),0.6,i,-1.38
COc1cc(CNc2ccc(CNc3ncn[nH]3)cc2)ccc1OCc1ccccc1,-1.8,i,2.2
CC1CCN(c2ccc(S(=O)(=O)NC3=NCCCCC3)cc2[N+](=O)[O-])CC1,nt,i,0.1
C/C=N/NC(=O)CCCC(=O)N/N=C/C,-1.0,i,0.8
Cc1nc2c(-c3ccc(F)cc3)c(C)nn2c(C)c1CCC(=O)N1CCN(c2ccccc2)CC1,-1.2,i,-0.79
CN(C)C(=O)c1cccn(Cc2ccc(C(F)(F)F)cc2)c1=O,-2.3,i,-1.31
CC(C)c1ccc(/C=C2\SC(=O)N(CC(=O)NC3CCS(=O)(=O)C3)C2=O)cc1 (stereo not given),-0.5,i,1.69
N#Cc1cc([N+](=O)[O-])ccc1NC(=O)COC(=O)CC1CCCC1,-1.7,i,-1.13
CCN(CC)C(=O)Cn1c(=O)n(CCC(=O)Nc2ccc(F)cc2)c(=O)c2sccc21,0.8,i,-0.09

(further entries)
compound,STK33 inh,KCNQ2 block,Kir21 block
COc1ccc(CNC(=O)CCCCCNC(=O)N2CCn3c2nc2ccccc23)cc1,0.6,i,2.05
COCC1CCN(C(=O)CCc2nnc(CCCCc3ccccc3)o2)CC1,-1.0,i,-0.6
O=C(NCCc1ccc(Cl)cc1)C1CCN(c2cnccn2)CC1,-1.5,i,-1.51
Cn1cc(CC(=O)NCc2ccc(F)cc2)c2ccccc21,0.3,i,-3.51
CC(=O)c1c(O)cc(C)n(Cc2ccccc2)c1=O,-0.2,i,-1.86
Cc1ccccc1Cn1cc(NC(=O)c2cc(C3CC3)on2)cn1,1.0,i,0.48
O=C(COc1cc2oc(=O)c3c(c2cc1Cl)CCC3)NCC(O)c1ccccc1 (stereo not given),-2.5,i,-0.47
COc1ccc(CCNC(=O)c2nnn(-c3ccccc3OC)c2N)cc1OC,-1.9,i,2.45
Cc1cc(C)c2nc(C(F)(F)F)nc(N3CCN(C(=O)c4ccco4)CC3)c2c1,-0.5,i,-0.52
Nc1ccccc1Nc1c(F)c(F)nc(F)c1Cl,0.1,i,0.37

Following part
compound,STK33 inh,KCNQ2 block,Kir21 block
CC(C)Oc1ccc(/C(O)=C2/C(=O)C(=O)N(CCN3CCNCC3)C2c2ccc(C(C)C)cc2)cc1 (stereo not given),-0.6,i,0.81
O=C(Nc1cccc(O)c1)c1ccc(Br)c(S(=O)(=O)N2CCCCC2)c1,-0.2,i,0.34
O=C(N/N=C/c1ccccc1O)C1SCCCS1,0.0,i,-0.16
Cc1ccccc1C(=O)NCCCNC(=O)c1ccco1,-0.1,i,-1.76
O=C(COc1cccc2cccnc12)NCc1cccs1,-0.8,i,2.33
CN(C)C(=O)N1CCN(C(=O)N2CCOCC2)CC1,-0.6,i,0.67
Cc1cccc(Nc2ncnc(N)n2)c1,-1.1,i,-0.93
O=C(Cc1nc2ccccc2[nH]1)NCc1ccco1,3.3,i,2.26
